Yfh1-depleted yeast – mitochondrial function rescue without frataxin homolog – Friedreich's ataxia, plus single-dose screen, dose response (AID 1465) | S. cerevisiae Yfh1-off respiration, WST-1 reduction, 72 h; higher fold induction means a stronger effect | fold induction at 50 µM, or EC50 in µM where a hit was titrated | 220,000 compounds, 0.074% hits;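 active = fold induction of absorbance versus untreated yeast above a set limit, then at least 30% activation at any dose in follow-up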;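 note: activators that raise dye reduction in frataxin-depleted yeast; strong numbers were not always called active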
GPR55 beta-arrestin – selective activators of receptor GPR55 – imaging, U2OS cells, beta-arrestin-GFP redistribution, primary screen (AID 1961). U2OS GPR55 beta-arrestin-GFP redistribution imaging; higher % means a stronger effect. one-dose activation, % at 10 µM; EC50 in µM for titrated hits. 290,000 compounds, 0.048% hits;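 active = activation above 40% with more than 50 cells counted in the well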;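 note: U2OS osteosarcoma cells stably expressing GPR55 and beta-arrestin-GFP; plate controls were DMSO negative control for no effect and LPI positive control for full effect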
KOR beta-arrestin-1 – KOR agonists, beta-arrestin recruitment, primary screen, cell-based, luminescence, uHTS (AID 1777); 280,000 compounds, 0.02% hits; KOR beta-arrestin recruitment, luminescence; higher % means a stronger effect; activation, % at 10 µM; hits with a dose series show EC50 in µM; in the data active = activation above about 50%, passing the limit was not always enough; note: a part of the inactive calls stands beside numbers as strong as those of hits
HEK293 NOD2/NF-kB – inhibition of NOD2-driven NF-kB reporter – cell-based, luminescence, uHTS, HEK293 (AID 1566). HEK293 NOD2/NF-kB luciferase reporter, luminescence; higher % means a stronger effect. inhibition, % at 4 µM; hits with a dose series show EC50 in µM. 290,000 compounds, 0.63% hits; note: many of its hits are not listed in these tables
CSM14.1 death rescue – protection against thapsigargin-triggered cell killing – 384-well, CSM14.1, ATP luminescence, primary screen (AID 1222); CSM14.1 thapsigargin-induced death rescue, ATP luminescence; higher % means a stronger effect; 190,000 tested, under 10 active; cellular ATP content (survival), % at 20 µM; hits with a dose series show EC50 in µM;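 active = EC50 below 50 µM in the dose-response confirmation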;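 note: death triggered by thapsigargin at about 15 µM added after 2 h compound pretreatment; cell ATP read after overnight thapsigargin exposure of roughly 18 to 22 hours; normalized against plate controls of thapsigargin alone and 5% DMSO vehicle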
NTR1 ag – NTR1-driven beta-arrestin-GFP spot formation – imaging, U2OS cells, high content, primary screen (AID 493036); P30989; agonist mode; activation, % at 20 µM; 330,000 compounds, 0.17% hits;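 active = activation at or above 40% of the spot to cytoplasm intensity ratio, with at least 20 cells analyzed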;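 note: 0% = DMSO without peptide and 100% = 100 nM NTR1 peptide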
Target sequence (P30989 whole entry, looked up): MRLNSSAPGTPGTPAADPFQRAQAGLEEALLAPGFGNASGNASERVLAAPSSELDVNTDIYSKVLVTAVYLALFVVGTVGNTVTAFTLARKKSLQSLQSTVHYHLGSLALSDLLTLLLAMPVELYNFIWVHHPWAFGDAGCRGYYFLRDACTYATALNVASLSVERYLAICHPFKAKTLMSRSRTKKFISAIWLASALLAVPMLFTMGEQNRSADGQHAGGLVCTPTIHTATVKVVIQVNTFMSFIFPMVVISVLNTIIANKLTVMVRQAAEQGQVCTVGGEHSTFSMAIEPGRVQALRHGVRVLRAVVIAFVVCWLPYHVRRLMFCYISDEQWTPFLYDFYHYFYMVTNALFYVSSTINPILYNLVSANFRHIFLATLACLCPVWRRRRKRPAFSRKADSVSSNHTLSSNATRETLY
KOR beta-arrestin-2 – kappa opioid receptor blockers – cell-based, luminescence, uHTS (AID 1778); inhibition, % at 10 µM, or IC50 in µM where a hit was titrated; KOR beta-arrestin recruitment, luminescence, antagonist mode; higher % means a stronger effect; 290,000 compounds, 0.091% hits; note: strong numbers were not always called active
NOD1 NF-kB reporter – inhibition of NOD1-driven NF-kB reporter – cell-based, luminescence, uHTS, primary screen (AID 1578) | NOD1-driven NF-kB luciferase reporter cells, luminescence; higher % means a stronger effect | inhibition, % at 4 µM, or EC50 in µM where a hit was titrated | 290,000 compounds, 1% hits; in the data active = inhibition mostly above about 36%, no sharp cut-off; inactive = mostly below about 34%;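 note: HEK-293T reporter cells stimulated with the NOD1 agonist gamma-tri-DAP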
TNAP activation fold – human TNAP enzyme activators, primary screen, biochemical, luminescent, no phosphate acceptor, uHTS (AID 1001). purified TNAP, luminescent activation assay, no phosphate acceptor; higher activation fold means a stronger effect. one-dose activation fold at 20 µM; EC50 in µM for titrated hits. 200,000 compounds, 0.03% hits; in the data active = activation fold from about 3, or a potency from the dose series; inactive = the rest, 99 in 100 with activation fold below about 1.6; note: many of its hits are not listed in these tables
NTR1 ag cell count 20 µM – second read-out of NTR1 ag, no call of its own (marks repeat the call); cell count; measured here: cell count, cytotoxicity flag
Starred values were filed as active, the others as inactive; i = inactive; / = no result given; [ ] = another dose, or the depositor's remark. Cut-off read from the data, not from the text of the source, unless noted: active = inhibition above about 50%; inactive = the rest. These rows are one share of the data; rates above refer to the full screens.

#	SMILES	Yfh1-depleted yeast	GPR55 beta-arrestin	KOR beta-arrestin-1	HEK293 NOD2/NF-kB	CSM14.1 death rescue	NTR1 ag	NTR1 ag cell count 20 µM	KOR beta-arrestin-2	NOD1 NF-kB reporter	TNAP activation fold
1	CCCCOC(=O)C1=C(C)Nc2nnnn2C1c1ccc(OC)c(OC)c1OC (stereo not drawn)	i	0.2%	14%	0%	-0.4%	-1.6	79	-7%	2%	1
2	CCC(C)(C)NC(=O)CN(C(=O)CNS(=O)(=O)c1ccccc1)c1ccccc1	i	1.1%	0.7%	8%	-2.7%	2.5	63	18%	6%	1.1
3	COc1ccc(C2C(C(=O)N3CCN(C)CC3)c3ccccc3C(=O)N2C2CCCCC2)cc1 (stereo not drawn)	i	-0.1%	0.1%	11%	3.6%	-3.7	87	12%	50%	0.9
4	COCCCNC(=O)CN(CCc1ccccc1)S(=O)(=O)c1ccc(OC)cc1	i	0.2%	/	16%	1.4%	0.3	45	-14%[20 µM]	-24%	1.1
5	Cc1cccc(C)c1OCC(=O)NCC1CCCO1 (stereo not drawn)	i	0.0%	2.0%	10%	-0.7%	-0.9	53	15%	-2%	1
6	Nc1n[nH]c(C2CC2)c1N=Nc1ccc(Cl)cc1	i	-0.1%	-2.4%	3%	/	10	52	-16%	13%	/
7	CCOC(=O)CNC(=O)CNC(=O)c1nn(-c2ccc(OC)c(Cl)c2)c(=O)c2ccccc12	i	0.1%	-5.6%	22%	-10%	3.6	70	14%	6%	1
8	CCn1c(SCC(=O)Nc2ccccc2)nnc1-c1cccs1	i	-1.9%	1.3%	2%	/	5.6	58	12%	-11%	/
9	Cc1ccc(CNC(=O)c2ccc(NC(=O)C3=CSCCO3)cc2)cc1	/	-0.2%	-3.5%	8%	/	-0.8	71	-10%	-43%	/
10	COc1cccc(OC)c1OCCCCN1CCC(Cc2ccccc2)CC1	i	-0.1%	-5.1%	-13%	-3.6%	-0.7	82	14%	27%	1.1
11	O=C(NCCN1CCOCC1)c1ccc(CSCc2cccc(Cl)c2)o1	i	0.2%	4.4%	10%	-0.6%	0.1	52	-24%	12%	1.1
12	CN(C)c1ccc(C(=O)N2CCN(c3cc(C(F)(F)F)nc4ccccc34)CC2)cc1	i	-0.2%	0.2%	11%	/	2.4	50	9%	-8%	/
13	Cc1ccc(NC(=S)Nc2cccc3cnccc23)c(C)c1	i	-0.2%	6.6%	8%	-0.6%	3.5	45	-54%	-27%	1.1
14	O=[N+]([O-])c1ccc(COc2ccccc2/C=N/O)cc1	i	-0.2%	-1.1%	-64%	-5.7%	-1.0	32	/	-68%	1
15	CCc1nnc(NS(=O)(=O)c2ccc(N/C=C\C(=O)c3ccc(F)cc3)cc2)s1	i	0.0%	-1.0%	2%	2.3%	0.0	32	-53%[20 µM]	-20%	1
16	COC(=O)c1ccc2c(c1)N(Cc1nc(-c3cccc(C)c3)oc1C)C(=O)C1CCCN21 (stereo not drawn)	i	-0.2%	-2.1%	17%	1.5%	/	/	2%	14%	1
17	Cc1nn(-c2ccccc2)c(N)c1Sc1cccc([N+](=O)[O-])c1	i	0.0%	4.1%	-13%	-1.4%	1.8	59	-18%	-23%	1.1
18	O=C(NC1CCCCCCC1)c1ccccc1-c1ccccc1	i	0.1%	2.9%	5%	-0.1%	1.6	37	17%	-26%	1.1
19	Cc1ccc(C(Sc2ccccc2)C(Cn2cncn2)C(=O)c2ccccc2)cc1 (stereo not drawn)	i	-0.1%	-0.2%	-3%	-1.1%	6.3	40	10%	20%	1.1
20	O=[N+]([O-])c1cccc(NC(=S)N2CCCC2)c1	/	-0.1%	9.0%	-4%	/	-0.9	57	-21%	-23%	/
21	O=C(NCc1ccc2c(c1)OCO2)c1cc(Cl)ccc1Cl	/	-0.1%	/	-14%	/	-0.6	72	2%[20 µM]	-9%	/
22	CC1(C)CC(=O)N(CC(=O)O)c2ccccc2S1(=O)=O	i	0.7%	-1.6%	-8%	-0.2%	-1.5	51	40%	18%	1.1
23	CCN(C(=O)C1CCN(S(=O)(=O)c2ccc3c(c2)oc(=O)n3C)CC1)c1cccc(C)c1	i	-0.1%	2.6%	3%	0.2%	-1.3	94	-5%	2%	1.1
24	CCCSc1nnc(CSc2nc(C)cc(C)n2)n1C	i	0.6%	-3.0%	8%	/	2.8	56	-10%	-32%	1
25	CN(Cc1ccccc1)C(NC(=O)c1ccco1)C(Cl)(Cl)Cl (stereo not drawn)	i	-0.3%	-1.7%	11%	/	-0.1	39	2%	-26%	1

(continued)
#	SMILES	Yfh1-depleted yeast	GPR55 beta-arrestin	KOR beta-arrestin-1	HEK293 NOD2/NF-kB	CSM14.1 death rescue	NTR1 ag	NTR1 ag cell count 20 µM	KOR beta-arrestin-2	NOD1 NF-kB reporter	TNAP activation fold
26	Cc1ccc(OCc2ccc(C(=O)NCC3CCCO3)cc2)cc1 (stereo not drawn)	i	-0.2%	-2.6%	-11%	-1.0%	0.2	81	-20%	-8%	1
27	COc1ccc(C(=O)Cn2nnc(-c3ccccc3NC(=O)C3CCCCC3)n2)cc1	i	-0.1%	-1.4%	-2%	-2.9%	-4.1	85	-18%	10%	1.1
28	CCCOc1ccc(N2C(=O)CC(N3CCC(c4nc5ccccc5o4)CC3)C2=O)cc1 (stereo not drawn)	i	-0.2%	-0.5%	-4%	-1.2%	-0.4	42	-6%	-36%	1.2
29	COC(=O)c1cc(NS(=O)(=O)c2ccc(NCc3cccnc3)c(N)c2)cc(C(=O)OC)c1	i	0.3%	-0.3%	14%	-2.8%	-0.6	48	-12%	-14%	1.1
30	CC1CCCCN1C(=O)CN(C)S(=O)(=O)c1cccc2nsnc12 (stereo not drawn)	/	0.2%	1.9%	-3%	/	0.0	31	-2%	-9%	/
31	CC(C)OC(=O)c1c2nc3ccccc3nc2n2c1[nH]c(=O)c1ccccc12	/	-0.1%	-3.7%	2%	/	3.0	53	48%	/	1.1
32	Cc1cc(Br)c(OCC(=O)NN)c2c1CCC2	i	0.0%	0.1%	16%	/	0.7	59	-18%	-1%	/
33	Cc1cc(C)c(NS(=O)(=O)c2ccc(Cl)c(C(=O)O)c2)c(C)c1	i	-0.1%	1.7%	19%	0.4%	0.9	60	-1%	1%	1.1
34	CCN(CC)CCN(C(=O)c1ccc(C(C)=O)cc1)c1nc2ccc(Cl)cc2s1	i	0.2%	0.3%	-7%	1.2%	-1.2	69	-18%	-24%	1.1
35	Cc1[nH]c2ccccc2c1C(=O)CNc1nccs1	i	-0.2%	-5.0%	2%	2.3%	2.5	52	30%	41%	0.8
36	COc1ccc(CCNC(=O)c2ccc(N(C)S(=O)(=O)c3ccc(C)cc3)cc2)cc1	i	-0.9%	1.0%	16%	-1.3%	0.5	31	0%	28%	1.1
37	CCCOc1ccc(-c2csc(N)n2)cc1[N+](=O)[O-]	i	0.2%	0.8%	-94%	-2.8%	-1.8	47	-22%	-49%	1
38	CCOC(=O)C(CCc1nnc(N)s1)C(=O)OCC	i	-0.3%	3.5%	2%	0.4%	-1.0	45	1%	-17%	1.1
39	CC1(C)Cc2c(c(=S)nc(-c3ccccc3)n2CCO)CO1	i	0.8%	3.8%	-7%	-1.0%	0.9	61	-82%	16%	1.1
40	COc1cccc(-c2ccc(NC(=O)C3CCCN(Cc4cnc(C)s4)C3)cc2)c1 (stereo not drawn)	/	0.3%	-1.4%	-32%	/	1.2	61	-15%	-64%	/
41	CC(NC(=O)c1cn(C(C)c2ccccc2F)nn1)c1ccncc1 (stereo not drawn)	i	-0.1%	-4.8%	-10%	-0.3%	1.1	80	-13%[20 µM]	7%	1.1
42	CN(Cc1ccccc1)S(=O)(=O)c1cccc2nsnc12	i	0.6%	-0.6%	1%	-0.4%	-0.8	59	14%	-28%	1.1
43	O=C(c1ccccc1NS(=O)(=O)c1ccc2c(c1)OCCO2)N1CCOCC1	i	0.4%	0.0%	10%	-0.9%	1.7	35	-26%	-22%	1.1
44	Cc1ccc(NCc2nnc(SCC(=O)NCc3ccco3)n2CC2CCCO2)cc1Cl (stereo not drawn)	i	-0.2%	-0.8%	4%	/	-0.8	87	13%	/	1.1
45	COc1ccccc1C(=O)Nc1onc(C)c1C#N	i	-0.1%	-7.3%	2%	-0.5%	-0.9	28	-32%[20 µM]	-22%	1
46	CCC(CC)C(=O)NCCc1ccc(F)cc1	i	-0.1%	0.1%	-7%	-4.4%	-1.3	46	-11%	-14%	1
47	Cc1ccc(C2(CCNCc3ccco3)CCOC(C(C)C)C2)cc1 (stereo not drawn)	i	-0.1%	-1.7%	12%	/	1.9	75	7%	1%	/
48	COc1ccc(Cl)cc1NC(=O)CCc1nnc2ccc(N3CCC4(CC3)OCCO4)nn12	/	0.2%	7.3%	-2%	/	0.7	41	-31%	11%	/
49	O=C1CCCN1CC(=O)N1CCCC(N2CCN(c3cccc(Cl)c3)CC2)C1 (stereo not drawn)	/	-0.1%	6.1%	-21%	/	2.6	60	-4%	-3%	/
50	O=[N+]([O-])c1cccc2c(Cl)ccnc12	i	-0.1%	/	5%	-1.5%	1.2	54	-47%[20 µM]	-7%	1
51	CCOC(=O)N1CCN(C(=O)c2ccc(CS(=O)Cc3ccc(C)cc3)o2)CC1 (stereo not drawn)	/	-0.1%	-4.5%	16%	/	0.0	65	-17%	-10%	/
52	O=C(Nc1ccc(Cl)cc1)c1cnc(-c2ccccc2)nc1-c1ccccc1	i	0.2%	0.7%	10%	-1.2%	23	74	-5%	/	1
53	CCOC(=O)NC(=O)CSc1nc(C)cc(C)c1C#N	i	-1.0%	0.8%	-57%	-7.8%	-1.7	101	0%	-27%	1.1
